Nrf2 ARE act – qHTS of Nrf2 Activators; AREc32 ARE-luciferase reporter (MCF7-derived line), luminescence, 24 h; Potency, µM (series often up to 46.1 µM), for the others: top-dose activation, actives largely listed as activators; 410,000 tested, 0.31% active; AID 624171, 2012; also: potency is read from the fitted curve at half-maximal effect; % of control where 0% means no effect; nearly all actives have a fitted effect of over 65% in size
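Reporter line AREc32 (ARE-Fluc), seeded overnight in OPTI-MEM with 5% FBS; compound pin-transferred, 24 hr at 37 deg C, 5% CO2; luminescent read-out.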
IL1B secr inh – qHTS for Inhibitors of Inflammasome Signaling: IL-1-beta AlphaLISA Primary Screen | THP-1 LPS/ATP IL-1B secretion, AlphaLISA, 16 h; active compounds read low | activity change, % at 57.5 µM | 360,000 tested, 4.7% active; in the data active = activity change below about -50%; inconclusive = mostly about -30% to -49%; also: % is scaled to controls: 0 for no effect and ±100 for the full control effect
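THP-1 cells pretreated 1 hr with compounds (up to 57.5 uM final), then stimulated with LPS (250 ng/mL final) plus ATP (1.25 mM final); secreted IL-1B measured by AlphaLISA after 16 hr, decreased signal indicating inhibition.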
MCF10A rerep – A quantitative high throughput screen for small molecules that induce DNA re-replication in MCF 10a normal breast cells | 350,000 tested, 2.9% active | MCF 10A DNA re-replication, Hoechst nuclear intensity, 48 h | Potency, µM (highest dose often 46.1 µM), for the others: at the top dose activity, positive = re-replication, most hits filed as activators; also: potency is read from the fitted curve at half-maximal effect; % of control where 0% means no effect; nearly all actives have a fitted effect of over 50% in size
S2 tox – Viability Counterscreen for Primary qHTS for Inhibitors of ATXN expression; S2 cells (HEK-293 line with an ATXN2-luciferase reporter) viability, CellTiter-Fluor protease fluorescence, 24 h; Potency, µM (top dose mostly 56.7 µM), actives largely listed as cytotoxic; 400,000 tested, 0.49% active; also: potency is read from the fitted curve at half-maximal effect; nearly all actives have a fitted effect of over 40% in size
A549 tox – Nrf2 qHTS screen for inhibitors: counterscreen for cytotoxicity. A549 ARE-Fluc cells, CellTiter-Fluor viability, 18-24 h. Potency, µM (series often up to 46 µM), for inactives: at the top dose activity change, negative = cytotoxicity, most hits filed as inhibitors. 390,000 tested, 0.16% active; also: potency is read from the fitted curve at half-maximal effect; % is scaled to controls: 0 for no effect and ±100 for the full control effect
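A549 ARE-Fluc cells in 5% FBS OPTI-MEM, 5000 cells/well, rested 2 h then exposed to compounds in concentration-response for 18-24 h at 37 °C. Viability by CellTiter-Fluor fluorescence (Ex 405/Em 525) after 30 min; luciferase luminescence (BugLite, 15 min, RT) read afterwards.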
TGFb inhibitor – qHTS for Inhibitors of TGF-b. HepG2 CAGA-GFP TGF-b/SMAD3 reporter, GFP fluorescence, 18 h; TGF-beta stimulated, 500 pg/mL final. 410,000 tested, 1.2% active. Potency, µM (highest dose often 46.1 µM), inactives show at the highest dose activity, negative = inhibition, actives largely listed as inhibitors; also: potency is read from the fitted curve at half-maximal effect; % is scaled to controls: 0 for no effect and ±100 for the full control effect; nearly all actives have a fitted effect of over 65% in size
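Inhibition of TGF-beta-driven CAGA-GFP reporter expression in HEPG2 cells is measured by cellular GFP fluorescence after 18 h stimulation with 500 pg/mL recombinant TGF-beta in 1% FBS medium at 37 degrees C.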
Nrf2 inh – Nrf2 qHTS screen for inhibitors; A549 ARE-Fluc reporter, luciferase luminescence, 18-24 h; Potency, µM (series often up to 46 µM), without a hit: at the top dose activity change, negative = inhibition, actives largely listed as inhibitors; 360,000 tested, 2.1% active; AID 504444, 2011; also: potency is read from the fitted curve at half-maximal effect; % is scaled to controls: 0 for no effect and ±100 for the full control effect; nearly all actives have a fitted effect of over 60% in size
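A549 ARE_Fluc cells (5000/well, 5% FBS OPTI-MEM) pre-incubated 2 h, then treated with compounds 18-24 h at 37C/5% CO2 in concentration-response. CellTiter-Fluor viability read first; BugLite luciferase luminescence after 15 min at room temperature gives Nrf2 activity.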
HepG2 tox – qHTS for Inhibitors of TGF-b: Cytotox Counterscreen; HepG2 CAGA-GFP viability, ATP luminescence, 18 h; Potency, µM (top dose mostly 46.1 µM), for inactives: at the highest dose activity change, negative = cytotoxicity, hits mostly cytotoxic; 410,000 tested, 0.76% active; AID 588856, 2011; also: potency is read from the fitted curve at half-maximal effect; some results filed as inactive show a strong effect at the top dose
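CellTiter-Glo luminescence gave cytotoxicity after 18 hours at 37 degrees C. The cells were HepG2 CAGA-GFP in 1% FBS DMEM, stimulated with 500 pg/mL TGF-beta after compound addition. %Activity was normalised to no-cell wells (complete cell-killing) and DMSO (no toxicity), and curves were fitted and classified.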
ATXN2 expr inh – Primary qHTS for Inhibitors of ATXN expression | HEK-293 ATXN2-luciferase reporter, luminescence, 24 h | Potency, µM (series often up to 57 µM), without a hit: at the highest dose activity change, negative = inhibition, hits mostly inhibitors | 360,000 tested, 0.72% active | AID 1745845, 2022; also: potency is read from the fitted curve at half-maximal effect; % is scaled to controls: 0 for no effect and ±100 for the full control effect; nearly all actives have a fitted effect of over 55% in size
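qHTS (up to 57 uM final) was run with 24 h compound exposure of reporter cells at 37 °C. Each well was multiplexed: SteadyGlo luminescence measured ATXN2-luciferase expression after a fluorogenic Gly-Phe-AFC viability readout (25 uM final).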
* marks the source's active call; other numbers are inactive results; i = inactive; ? = inconclusive; / = not tested or not shown; & = joins results of further samples; [ ] = dose if it differs, or a comment. Unless noted, calls follow the shape of the dose curve; as a rule, active = well fitted curve in the direction sought with a large enough effect; inconclusive = small, poorly fitted or top-dose-only effect, or another doubt; inactive = no such curve, though single readings can be large; an effect the other way counts as inactive or inconclusive.

smiles	Nrf2 ARE act	IL1B secr inh	MCF10A rerep	S2 tox	A549 tox	TGFb inhibitor	Nrf2 inh	HepG2 tox	ATXN2 expr inh
Cc1ccc(CNC(=O)c2ccccc2NC(=O)c2nsc3ccccc23)cc1	4.3%	/	/	i	1%	-13%	/	-29%	19%
O=C1c2cccc(-c3ccc(C(F)(F)F)cc3)c2C2CCCCN12 (stereo unspecified)	1.2%	48	/	?	/	?	/	-22%	-6%
c1ccc(CN2CCN(C(c3ccccc3)c3ccccc3)CC2)cc1	7.2%	5	21µM*	i	-6%	-21%	2%	-32%	4%
COc1cc(-c2nnc(SCC(=O)Oc3ccccc3)o2)cc(OC)c1OC	-0.2%	/	/	/	0%	-2%	-24%	-8%	/
CC1(C)C[C@H](O)[C@]2(CO)[C@H](O)C[C@]3(C)C(=CCC4[C@@]5(C)CC[C@H](O)C(C)(C)C5CC[C@]43C)[C@@H]2C1 (stereo partly specified)	-0.8%	15	?	?	?	?	?	11µM*	?
Cc1cc(NC(=O)Cc2cn3ccsc3n2)n(-c2ccccc2)n1	4.9%	-10	6%	i	0%	?	13%	-18%	2%
CCc1ccccc1N(CC)C(=O)C1CCN(c2ncnc3c2nc2n3CCCCC2)CC1	0.3%&-1.1%	-27	23µM*	?	9%&-3%	?	-5%&-17%	-61%&0%	/
CCCCN1C(=O)C(=O)N(CC(=O)Nc2ccccc2C(=O)OCC)C1=O	0.1%	41	19%	i	2%	22%	3%	13%	5%
CCCCNC(=O)NC1CCCC1	-2.0%	-12	-3%	i	2%	-1%	-2%	-6%	-7%
COc1ccc(C(CNC(=O)c2ccc(C)cc2)N2CCOCC2)cc1 (stereo unspecified)	2.8%	/	/	/	-4%	-2%	12%	-5%	/
CCc1ccc(C(=O)N/N=C/c2ccncc2)s1	0.8%	?	6%	i	8%	-5%	?	-2%	12%
CCc1nnc(NC(=O)CCN2C(=O)c3ccccc3S2(=O)=O)s1	-0.9%	14	-3%	i	-2%	-23%	-7%	-21%	2%
CCN(CC)C(=O)C1CCCN(Cc2ccc3c(c2)OCO3)C1 (stereo unspecified)	2.8%	0	0%	i	-2%	-10%	6%	-14%	-2%
O=C1c2cccc3cccc(c23)C(=O)N1CC1CCCO1 (stereo unspecified)	25%	3	1%	i	20%	18%	?	8%	5%[11.3 µM]
CCCN(CCC)C(=O)c1cc(-c2ccc3c(c2)OCO3)nc2ccccc12	4.7%	-14	?	i	0%	-23%	-13%	-5%	-2%
O=c1c(Cl)c(N2CCOCC2)cnn1-c1ncc(C(F)(F)F)cc1Cl	1.1%	-9	?	i	-1%	-27%	14%	-5%	23%
C[n+]1cc(-c2ccccc2)oc1-c1ccccc1	2.8%	6	-13%	i	-2%	7%	?	17%	4%
Cc1ccc2nc(-c3cccnc3SCC(=O)N3c4ccccc4CC3C)[nH]c2c1 (stereo unspecified)	7.8%	-5	-1%	i	-7%	0%	?	-41%	27%
Cc1ccc(OCc2cc(=O)n3ccsc3n2)c(NC(=O)c2ccco2)c1	2.5%	/	/	/	-17%	-11%	/	-12%	/
Cc1ccc(CNC(=O)COc2ccc(S(=O)(=O)N3CCOCC3)cc2)cc1	-0.2%	-3	12%	i	0%	-19%	4%	-17%	-4%

Further compounds
smiles	Nrf2 ARE act	IL1B secr inh	MCF10A rerep	S2 tox	A549 tox	TGFb inhibitor	Nrf2 inh	HepG2 tox	ATXN2 expr inh
CCOC(=O)CC[C@H](NC(=O)Cn1cnc(C(=O)Nc2ccc(C)c(C)c2)n1)C(=O)OCC	0.4%	-2	-15%	i	9%	?	-15%	-47%	23%
Cc1cccc(Cn2ccc(NC(=O)c3ccc4c(c3)OCO4)n2)c1	4.2%	-52*	8%	i	5%	-7%	19%	-9%	7%
COc1ccc([N+](=O)[O-])cc1NC(=O)CSCc1cc(C)cc(C)c1	13%	46	-9%	i	8%	-22%	?	-5%	-20%
CCCCOC(=O)c1c(N)n(-c2ccc(OC)cc2OC)c2nc3ccccc3nc12	-0.2%	/	/	i	-1%	3%	4%	-8%	7%
COc1ccc(CC(=O)N/N=C(\C)CC(=O)Nc2ccc(N(C)C)cc2)cc1	2.5%	-11	-3%	i	2%	-5%	10%	2%	-3%
COc1ccc(N(C)C(=O)CCS(=O)(=O)c2cccc3nsnc23)cc1	-0.4%&1.2%	-12	-16%	i	-1%&1%	19%&-2%	8%	-5%&-4%	-13%&15%
COc1ccc(C(=O)N/C(=C\c2cn(S(=O)(=O)N(C)C)c3ccccc23)C(=O)N2CCN(C)CC2)cc1OC	-0.4%	-17	/	i	/	-16%	/	-2%	/
C#CCOCCOCCOCCNc1nc(N2CCN(C(=O)Cn3cc(CCCCN)nn3)CC2)nc(N2CCN(C(=O)[C@H](Cc3ccc(O)cc3)n3cc(CCO)nn3)CC2)n1	-0.6%	8	3.7µM*	i	-3%	1%	3%	-11%	0%
COc1ccc(CCNC(=O)c2c([S-])n(-c3ccc(C)cc3)c3cccc[n+]23)cc1	8.7%	-52*	11%	?	?	?	-16%	-27%	-2%
NCCc1nnc(SCc2ccc(F)cc2)o1	-0.1%	0	28%	i	17%	-12%	15%	-16%	-3%
COc1cccc(CNC(=O)CC2C(=O)NCCN2CCCc2ccccc2)c1 (stereo unspecified)	-0.9%	-15	6%	i	1%	3%	3%	1%	/
COc1cc(/C=C/C(=O)O)cc(S(=O)(=O)NCc2ccco2)c1OC	-0.1%	-3	-1%	i	0%	-14%	1%	8%	-6%
CC(=O)Nc1c2c(nn1-c1ccc(C)cc1)CS(=O)(=O)C2	-0.6%	13	4%	i	-1%	-5%	2%	1%	-3%
S=c1[nH]cc(Cc2ccccc2)s1	7.0%	47	-1%	?	-5%	2%	-2%	-19%	3%
O=C(NC(Cc1c[nH]c2ccccc12)C(=O)O)/C(=C/c1ccc(F)cc1)NC(=O)c1ccccc1 (stereo unspecified)	0.1%	0	2%	i	1%	-11%	13%	-8%	/
O=C(O)CC1(CC(=O)Nc2ccc3sccc3c2)CCCCC1	-0.3%	8	-1%	i	1%	-6%	-4%	5%	-8%
CC(=O)c1cccc(NCc2ccccc2-c2nnc(-c3ccccc3)o2)c1	4.3%	/	/	i	-4%	11%	?	0%	41%[activator]
COc1ccc(C(O)CNc2ccc(C)cc2)cc1 (stereo unspecified)	0.2%	-15	-4%	i	-9%	-5%	14%	2%	10%
O=C(NCC1CCCO1)c1ccc2c(c1)ncn2-c1cccc(F)c1 (stereo unspecified)	-0.5%	0	-1%	i	-1%	4%	-2%	-2%	2%
CCc1ccc(C2=CC(c3cccc(C)c3)n3c(nc4ccccc43)N2)cc1 (stereo unspecified)	-0.4%	/	/	i	-18%	?	/	-24%	22%

Whole records as entered above.
CCOC(=O)CC[C@H](NC(=O)Cn1cnc(C(=O)Nc2ccc(C)c(C)c2)n1)C(=O)OCC in the list: Nrf2 ARE act: 0.4%; IL1B secr inh: -2; MCF10A rerep: -15%; S2 tox: i; A549 tox: 9%; TGFb inhibitor: ?; Nrf2 inh: -15%; HepG2 tox: -47%; ATXN2 expr inh: 23%
COc1ccc([N+](=O)[O-])cc1NC(=O)CSCc1cc(C)cc(C)c1 in the list: Nrf2 ARE act: 13%; IL1B secr inh: 46; MCF10A rerep: -9%; S2 tox: i; A549 tox: 8%; TGFb inhibitor: -22%; Nrf2 inh: ?; HepG2 tox: -5%; ATXN2 expr inh: -20%

Further results:
smiles	Nrf2 ARE act	IL1B secr inh	MCF10A rerep	S2 tox	A549 tox	TGFb inhibitor	Nrf2 inh	HepG2 tox	ATXN2 expr inh
COC(=O)/C(=C/c1ccco1)NC(=O)c1ccco1	-0.7%	2	/	i	-4%	5%	8%	-15%	7%
COc1ccc(C(=O)C(OC(=O)c2ccc(C)c(NC(C)=O)c2)c2ccccc2)cc1 (stereo unspecified)	8.6%	2	-183%[0.0737 µM]	i	-8%	5%	-17%	-14%	25%
CS(=O)(=O)N(Cc1ccccc1Cl)c1ccc(C(=O)NCc2cccnc2)cc1	-0.3%	-10	11%	i	3%	8%	-24%	1%	-7%
Cc1ccc(NC(=O)CN2C(=O)/C(=C\c3cccs3)SC2=S)cc1	-0.9%	20	7%	i	-3%	?	5%	-2%	-16%
CCn1cc(C(=O)N[C@H](C(=O)NCCCO)C(C)C)c(=O)c2cc3c(cc21)OCO3	0.4%	0	1%	?	-1%	17%	1%	10%	3%
O=C(CNC(=O)c1ccc(S(=O)(=O)N2CCCC2)cc1)N/N=C/c1ccccc1Cl	-0.4%	-19	4%	i	-2%	29%	?	26%	-8%
C/C(=N\NC(=O)CNc1cccc(C)c1)c1ccc(Br)s1	0.1%	-1	9%	i	-2%	-2%	-4%	-5%	-8%
CCc1cccc(CC)c1-n1c(-c2cccnc2)n[nH]c1=S	0.9%	6	-2%	i	-4%	14%	10%	6%	-8%
COc1ccc(C2c3c(ccc4ccccc34)Oc3ncn4nc(CO/N=C/c5ccccc5)nc4c32)cc1 (stereo unspecified)	0.0%	-6	5%	i	2%	7%	9%	-9%	0%
CCOc1ccc(C2C(C(=O)c3ccco3)=C(O)C(=O)N2CCCn2ccnc2)cc1OC (stereo unspecified)	0.2%	19	1%	i	-6%	8%	2%	2%	5%
Cc1ccc(CNS(=O)(=O)c2ccc3[nH]c4c(c3c2)CCCC4)cc1	0.8%	/	/	i	3%	?	-19%	-18%	6%
CCC1=C(OC(=O)N(CC)CC)N2C(=O)OC(=NCc3ccccc3)[C@]2(C)[C@H]2C1=CC[C@H]1C(=O)N(CC)C(=O)[C@H]12	0.3%	0	1%	i	0%	-23%	4%	4%	-5%
Fc1ccc(CN2CC[C@H]3C=CCc4cccc(c43)C2)cc1	0.1%	24	8%	?	4%	?	10%	-38%	-31%

From PubChem

The order is random; overall some 8.8% were active at least once.
